# Screening data deposited in PubChem by Broad Institute.
# RAD52 anneal inh – inhibitors of human RAD52 DNA annealing | P43351 | inhibition, % at 18.7 µM | AID 651710 | recombinant RAD52 DNA annealing, FRET fluorescence | 360,000 tested, 0.46% active;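 active = every replicate showing at least 50% inhibition; inconclusive = mean inhibition at least 50% but not in every replicate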
# Target sequence (P43351 whole entry, looked up): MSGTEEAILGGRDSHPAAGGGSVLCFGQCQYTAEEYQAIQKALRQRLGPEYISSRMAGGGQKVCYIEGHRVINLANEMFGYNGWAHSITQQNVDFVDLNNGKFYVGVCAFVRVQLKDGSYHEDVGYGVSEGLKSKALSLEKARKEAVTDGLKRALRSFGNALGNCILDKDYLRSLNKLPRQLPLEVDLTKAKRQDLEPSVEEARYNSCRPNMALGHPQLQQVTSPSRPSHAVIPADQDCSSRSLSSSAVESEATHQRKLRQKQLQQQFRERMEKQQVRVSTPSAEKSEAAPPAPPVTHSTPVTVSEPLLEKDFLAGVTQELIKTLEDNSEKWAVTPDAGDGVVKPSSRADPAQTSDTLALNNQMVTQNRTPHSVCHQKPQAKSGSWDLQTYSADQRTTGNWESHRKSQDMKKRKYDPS
# Cneo AK release – causes C. neoformans cell lysis | adenylate kinase release luminescence, 4 h; normalised: neutral wells 0, clomiphene wells 100 | lysis activity, % at 15 µM | 360,000 tested, 0.2% active | AID 651654;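 active = mean lysis activity across replicates of at least 80%, whatever share of replicates individually reach that level; inactive = mean lysis activity below 80%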
#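 Test system: log-phase Cryptococcus neoformans yeast cells. Input: 5 × 10^6 yeast cells/mL. Medium: fresh YPD growth medium. Doses: single dose. Incubation: static 4 h at 37 °C with compound, 1 h detection. Measured by: luminescent adenylate kinase detection reagent. Read-out: signal increase indicating cell lysis. Benchmarks: Clomiphene.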
# E-selectin induc – E-selectin induction on HUVECs; P16581; HUVEC E-selectin immunofluorescence imaging; normalized: neutral wells 0, TNF-alpha wells 100; activation, % at 7.58 µM; 260,000 tested, 0.37% active;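 active = mean E-selectin-positive cell signal at least 10% of the positive control, reached in at least 60% of replicates, without over 20% cell loss; inconclusive = no rule given, readout overlaps actives, possibly toxicity-flagged; inactive = the rest, including those meeting only one limit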;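 also: in these data hits start at about 27%; measured in HUVEC primary endothelial cells; signal is the percent of cells scored E-selectin positive by PE staining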
# Target sequence (P16581 whole entry, looked up): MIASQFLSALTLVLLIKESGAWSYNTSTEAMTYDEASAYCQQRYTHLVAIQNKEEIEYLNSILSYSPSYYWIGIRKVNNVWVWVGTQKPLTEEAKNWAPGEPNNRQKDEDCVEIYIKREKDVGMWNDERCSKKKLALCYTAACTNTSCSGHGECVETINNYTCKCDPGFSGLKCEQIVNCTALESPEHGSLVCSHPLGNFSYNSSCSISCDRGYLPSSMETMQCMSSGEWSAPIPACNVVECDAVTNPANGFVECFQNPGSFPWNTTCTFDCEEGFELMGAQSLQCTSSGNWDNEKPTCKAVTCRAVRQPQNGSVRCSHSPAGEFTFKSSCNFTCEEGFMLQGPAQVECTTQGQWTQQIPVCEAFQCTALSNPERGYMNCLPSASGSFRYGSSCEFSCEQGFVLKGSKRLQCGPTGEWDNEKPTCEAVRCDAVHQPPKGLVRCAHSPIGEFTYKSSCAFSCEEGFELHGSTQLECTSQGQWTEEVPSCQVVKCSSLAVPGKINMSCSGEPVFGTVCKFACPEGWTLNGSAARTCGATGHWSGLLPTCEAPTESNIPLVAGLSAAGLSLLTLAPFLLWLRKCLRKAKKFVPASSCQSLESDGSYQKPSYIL
#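 Assay system: HUVEC, human umbilical vein endothelial cells / Amount: 3,000 HUVEC/well / Controls: TNF-alpha positive control, DMSO neutral control / Compound dosing: single concentration / Medium: EGM-2 over gelatin coat / Evaluation: percent E-selectin-positive cells / Signal: immunofluorescence imaging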
# PGC1a acetyl inh – modulators of PGC1a acetylation; U2OS PGC1a acetylation, AlphaScreen anti-acetyl-lysine; with virally co-expressed GCN5 acetyltransferase; inhibition, % at 15.6 µM; 350,000 tested, 0.17% active; AID 651687;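 active = every replicate shows inhibition of at least 40%; inconclusive = mean inhibition at least 40% but some replicate below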;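 also: 0% = neutral control wells and 100% = positive control wells; some results beyond the cut were filed as inactive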
# miR-122 sensor – inhibitors of miR-122 in Huh7 cells; Huh7 miR-122 Renilla luciferase sensor, 48 h; neutral wells = 0, positive control = 100; activation (reporter increase), % at 12.5 µM; 340,000 tested, 0.3% active; AID 602342;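 active = mean replicate activation score at least 90 and every replicate individually at or above 90; inconclusive = only one of the two criteria met; inactive = neither criterion met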;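 also: higher luciferase means less miR-122 activity so hits act as miR-122 inhibitors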
# PglD DTNB – blocks C. jejuni PglD acetyltransferase activity | purified PglD enzyme, DTNB colorimetric CoA detection | inhibition, % at 12.5 µM | 360,000 tested, 0.098% active | AID 602405; in the data active = inhibition above about 16%, passing the limit was not always enough; inconclusive = no clear call, values can overlap the other calls; also: strong numbers were not always called active
# ERAP1 HTS inh – ERAP1 (human) enzyme inhibition; recombinant ERAP1, Leu-AMC fluorescence, 60 min; Q9NZ08; inhibition, % at 10.7 µM; 340,000 tested, 0.15% active;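 active = mean replicate inhibition of at least 30%, or all replicates individually reaching that 30% level; inactive = mean below 30% and not every replicate reaching it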;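 also: 0% = neutral control wells and 100% = L-leucinethiol positive control wells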
# RAD54 inh – blocks human RAD54 Holliday junction branch migration. Q92698. FAM/BHQ fluorescence. inhibition, % at 10.4 µM. 360,000 tested, 0.14% active;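 active = mean normalized replicate activity at least 40 and at least half of replicates scoring 40 or more; inconclusive = only one of the two criteria met; inactive = mean below 40 and under half of replicates reaching 40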;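 also: 0% = median of neutral control wells and 100% = median of positive control wells; inhibitors cause a drop in the FAM fluorescence signal; in these data hits start at about 50%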
# * = called active by the depositor; ? = inconclusive; / = not tested or not shown; & = joins results of further samples; ! = repeats disagree; [ ] = dose if it differs, or a comment.
# The first five records, ahead of the listing:
SMILES,RAD52 anneal inh,Cneo AK release,E-selectin induc,PGC1a acetyl inh,miR-122 sensor,PglD DTNB,ERAP1 HTS inh,RAD54 inh
C=CCS(=O)(=O)N1CCC(CCOc2ccccc2)(C(=O)OCC)CC1,-3,/,0.4,-8,/,/,-2,/
Cc1ccc(Cc2cnc(NC(=O)/C(C#N)=C/c3ccc(-c4ccc([N+](=O)[O-])cc4)o3)s2)cc1,-23,0,/,-12,-8,0,7,-5
Cc1cc(C)n2nc(CNS(=O)(=O)c3ccc(C)c(C)c3)nc2n1,-16,1,1.2,-4,8,-1,9,-4
O=c1c2c3c(sc2ncn1-n1cccc1)CCCCC3,/,-16,/,/,-12,2,/,1
CCOc1ccc(-n2c(=O)c3c4c(sc3n(CC(=O)NCCCOC)c2=O)CCCCC4)cc1,-21,-1,-0.2,-6,-6,-3,/,-2

# This part in full, from the start:
SMILES,RAD52 anneal inh,Cneo AK release,E-selectin induc,PGC1a acetyl inh,miR-122 sensor,PglD DTNB,ERAP1 HTS inh,RAD54 inh
C=CCS(=O)(=O)N1CCC(CCOc2ccccc2)(C(=O)OCC)CC1,-3,/,0.4,-8,/,/,-2,/
Cc1ccc(Cc2cnc(NC(=O)/C(C#N)=C/c3ccc(-c4ccc([N+](=O)[O-])cc4)o3)s2)cc1,-23,0,/,-12,-8,0,7,-5
Cc1cc(C)n2nc(CNS(=O)(=O)c3ccc(C)c(C)c3)nc2n1,-16,1,1.2,-4,8,-1,9,-4
O=c1c2c3c(sc2ncn1-n1cccc1)CCCCC3,/,-16,/,/,-12,2,/,1
CCOc1ccc(-n2c(=O)c3c4c(sc3n(CC(=O)NCCCOC)c2=O)CCCCC4)cc1,-21,-1,-0.2,-6,-6,-3,/,-2
OC[C@@H]1CN(Cc2ccc(F)cc2)C[C@H](n2cnc3c(NC4CC4)ncnc32)O1,1,0,0.0,14,0,5,-8,0
COc1ccc(CN(C)C[C@H]2OCCCC[C@H](C)Oc3ccc(NC(=O)Nc4ccc(C(F)(F)F)cc4)cc3C(=O)N([C@H](C)CO)C[C@@H]2C)cc1,53*,0,0.4,-17,-30[16.7 µM],-5,0,10
CCc1ccc(NC(=O)CCc2nc3ccccc3[nH]2)cc1,-15,0,7.4,-10,-12,-5,0,/
Cc1ccc(S(=O)(=O)N[C@H]2C=C[C@@H](CC(=O)NCc3ccc(Cl)c(Cl)c3)O[C@H]2CO)cc1,14,-3,0.3,-1,/,-3,1,-3
Cc1ccc(S(=O)(=O)N2CCN(C(=O)c3ccccc3)CC2)c(C)c1NS(C)(=O)=O,-2,3,3.6,4,-6,1,5,-8
O=C(CSc1nnc(C2CC2)n1-c1ccccc1)NCCN1C(=O)CSC1=O,2,/,0.4,0,-3,/,-2,/
O=C(CCC(=O)OCCCC(F)(F)C(F)(F)F)NC1CCCCC1,-8,9,/,0,-7,-3,0,-2
COc1ccc(NC(=O)N[C@@H]2CC[C@H](CC(=O)NC3CCC3)O[C@@H]2CO)cc1,2,-22,1.2,10,14[16.7 µM],5,0,3
O=C(NCCOc1ccccc1)C1CCC(=O)N(CCCN2CCOCC2)C1 (stereo not drawn),-2,0,0.5,2,-8,4,-1,-2
O=C(Nc1nc2ccc(S(=O)(=O)N3CCCC3)cc2s1)c1cccs1,/,-1,/,4,21,5,/,-5
CC(C)C[C@@H](CN1CCCC1CN1C(=S)NC[C@@H]1Cc1ccc(O)cc1)N1C[C@H](Cc2ccc(O)cc2)N(CC2CCCCCC2)C1=S (stereo partly drawn),-17,0,-0.4,4,-26,1,/,0
CCn1cc(CN2CCC(n3nccc3NC(=O)CCOc3ccccc3)CC2)cn1,3,-3,/,7,-3,7,1,3
CCOC(=O)C1C(=O)NC(N2CCN(Cc3ccccc3)CC2)=NC1c1ccco1 (stereo not drawn),/,0,/,-6,-3,-2,/,-3
C[C@H]1CN([C@@H](C)CO)C(=O)c2cccc(NC(=O)CCCCCC(=O)Nc3ccccc3N)c2O[C@@H]1CN(C)C,-5,/,7.1,-8,/,/,-1,/
CCCCNC(=S)N/N=C/c1ccc(C#N)cc1,-10,86*,/,1,6,-1,-3,-5
O=C(C[C@@H]1CC[C@@H](NC(=O)c2cccc(F)c2)[C@@H](CO)O1)NCc1ccccc1,-6,2,-0.4,-4,/,-2,-2,1
CCN(CC(=O)Nc1ccc(NC(C)=O)cc1)C(=O)CCCN1C(=O)c2ccccc2C1=O,-10,-3,-0.1,/,-1,1,-1,-10
CO[C@@H]1CN(C)C(=O)c2cc(NC(=O)Nc3ccc4c(c3)OCO4)ccc2OC[C@H](C)NC[C@@H]1C,-105,-2,0.0,1,/,1,1,0
CC1CCCCN1S(=O)(=O)CCNC(=O)c1ccccc1 (stereo not drawn),4,2,-0.2,/,-3,-6,4,-10
Cc1ccc(-c2csc(N)n2)s1,/,0,/,/,-6,1,/,-4
# Following part.
SMILES,RAD52 anneal inh,Cneo AK release,E-selectin induc,PGC1a acetyl inh,miR-122 sensor,PglD DTNB,ERAP1 HTS inh,RAD54 inh
CCN(CC)C(=O)[C@H]1C[C@H](CC(=O)NCc2ccc(OC)c(OC)c2)C(=O)N2CCc3c([nH]c4cc(-c5ccco5)ccc34)[C@]12C,-46,-1,0.4,/,/,5,/,12
O=C(Oc1cccnc1)c1ccc(Cl)c(Cl)c1,/,2,/,/,-5,5,/,-2
C#Cc1ccc([C@@H]2C=C(C(=O)N3CCN(Cc4ccccc4)CC3)O[C@H](OCC)[C@H]2CCCO)cc1,-25,-2,0.2,-16,-12,1,-4,-9
COc1ccccc1N1CCNC(C)C1=O (stereo not drawn),-37,4,3.3,-3,-2,-15,-3,-3
COc1ccc(-c2csc(NCCn3c(C)nc4cc(C(F)(F)F)ccc43)n2)cc1,-16,-1,0.1,-10,2,3,-1,-9
C[C@H]1CN([C@@H](C)CO)S(=O)(=O)c2ccc(C#Cc3ccncc3)cc2O[C@@H]1CN(C)C(=O)C1CCC1,-14,1,-1.8,/,2[16.7 µM],1,-1,1
Cc1ccccc1C(=O)N1CCC(C(=O)Nc2ccc(S(=O)(=O)N3C(C)CCCC3C)cc2)CC1 (stereo not drawn),-6,-1,0.2,4,28,3,1,-4
O=C(NNC(=O)c1ccc(S(=O)(=O)N2CCCCC2)cc1)c1ccc(F)cc1,-13,-3,-0.2,0,7,8,-3,10
CCc1nnc(NC(=O)CSc2nc(SC)ns2)s1,-17,/,0.3,-6,/,/,5,/
COc1ccc(NC(=O)c2oc3ccccc3c2NC(=O)c2ccco2)c(OC)c1,/,-4,/,7,-2,2,/,2
C[C@@H]1CN([C@@H](C)CO)C(=O)c2cc(/C=C/c3ccccc3)cnc2O[C@@H]1CN(C)C,4,2,-0.2,-9,4[16.7 µM],-3,2,1
O=C(c1cccnc1)N1C[C@@H]2[C@H](c3ccccc31)[C@H](CO)N2C(=O)Nc1ccccc1,-11,-2,0.2,9,25[16.7 µM],1,-1,-6
O=C1OC(/C=C/c2ccc(Cl)cc2Cl)=NC/1=C\c1cccs1,-59,-4,0.6,2,-6,3,-3,-5
CC(C)c1ccc(OCC(O)CN2CCN(c3ccccc3)CC2)cc1 (stereo not drawn),1&4,-1,-0.3,-18&-3,0&8,-1,3&0,-12
Nc1c(-c2cccc(Cl)c2)cnc2c(-c3ccccc3)cnn12,-18,-7,0.2,7,4,3,-8,-8
O=c1c2ccccc2nnn1CSc1nnc(C2COc3ccccc3O2)n1-c1ccccc1 (stereo not drawn),/,-3,/,3,?,-4,/,-17
O=C(NC1CCCCCC1)c1cccc(COCC(F)(F)F)c1,/,1,/,0,-7,-3,/,3
CC1(C)SC(=S)N(/N=C/c2ccccc2)C1N(O)C(=O)Nc1ccc([N+](=O)[O-])cc1 (stereo not drawn),/,1,/,-7,14,-7,/,8
Cc1ccccc1NC(=O)Cn1c([N+](=O)[O-])cnc1C,/,2,/,/,16,3,/,5
CCOc1[nH]n(-c2ccc(Cl)cc2)c(=O)c1C=NCC(=O)OC,-10,0,/,/,-2,5,0,4
CN1/C(=C\C(=O)Nc2ccc(Br)cc2)C(C)(C)c2ccccc21,-10,-2,-1.3,-3,0,-13,-5,12
O=C(NCCc1c[nH]c2ccccc12)C(=O)NCC1CCCO1 (stereo not drawn),-15,1,4.2,-2,-3,0,4,0
O=C(Nc1ccccc1N1CCOCC1)c1ccc(Cl)c(S(=O)(=O)N2CCCC2)c1,-18,-1,-0.1,14,2,4,2,0
Cc1noc(C)c1NC(=O)N(C)C[C@@H]1Oc2ccc(NC(=O)Cc3ccccc3)cc2C(=O)N([C@@H](C)CO)C[C@H]1C,6,48,0.2,2,3[16.7 µM],1,-4,-5
CC(NC(=O)COC(=O)c1cc(S(=O)(=O)N2CCOCC2)ccc1F)c1ccccc1 (stereo not drawn),-5,0,0.0,-5,2,6,-3,17
# Carrying on.
SMILES,RAD52 anneal inh,Cneo AK release,E-selectin induc,PGC1a acetyl inh,miR-122 sensor,PglD DTNB,ERAP1 HTS inh,RAD54 inh
CCOc1ccc(C2N(c3ccc(OC)cc3)C(=O)C3CCCN32)cc1OC (stereo not drawn),-13,-4,0.7,/,/,-7,-1,-7
O=C(NCc1ccc(F)cc1)C(=O)NCC1OCCCN1S(=O)(=O)c1cccs1 (stereo not drawn),-13,1,0.1,-4,1,5,-3,-5
CNC[C@H]1Oc2ccc(NC(=O)Cc3cn(C)c4ccccc34)cc2CC(=O)N([C@@H](C)CO)C[C@H]1C,22&-25,83*!,-2.0&-0.2,0,-2[16.7 µM],0&-3,-3&4,10&-2
COC(=O)C(CC(C)C)NC(=O)/C=C/c1ccccc1Cl (stereo not drawn),-4,0,-0.1,-4,-5,4,1,-1
O=C(c1ccc(N2CCN(C(=O)c3ccccc3)CC2)cc1)c1cccc(F)c1,-20,52,/,/,/,-2,6,13
COCCCNC(=O)c1ccccc1C(F)(F)F,1,/,-0.7,11,1,/,/,/
CC(C)(C)C(=O)/C=C/Nc1ccccc1O,/,1,/,-8,-4,-1,/,0
CCCCNS(=O)(=O)CCNCCc1ccccc1,-20,8,-0.2,1,-6,-5,/,-3
O=C(CCNC(=O)c1ccc(Br)cc1)NNC(=O)c1ccccc1,-15,0,1.0,-15,-6,-6,-2,6
CC(C)C(NC(=O)c1ccccc1F)C(=O)NCc1ccc(F)cc1 (stereo not drawn),7,0,/,18,6,2,2,0
CC(C)NC(=O)C1(C)CCCN1Cc1csc2ccccc12 (stereo not drawn),-7,2,0.6,-4,-1,0,-2,-4
Cc1ccc2ccc(C#N)cc2c1O,-24,0,0.0,2,4,1,6,-5
CC1(C)CC(/C=C/c2ccccc2)=Nc2ccccc2N1,-18,/,0.5,11,/,/,-1,/
Cc1c(NC(=S)NC(=O)c2ccc(Br)o2)c(=O)n(-c2ccccc2)n1C,-10,1,-6.8,-1,9,1,2,-6
O=C(c1ccccc1C(F)(F)F)N1CCN(S(=O)(=O)c2ccccc2)CC1,/,5,/,51,-5,3,/,-2
CN(C)CCCN1c2ccc([N+](=O)[O-])cc2CCc2cc([N+](=O)[O-])ccc21,44,0,-0.2,/,/,-1,0,15
CN(c1ccccc1)S(=O)(=O)c1ccc(Cl)c(C(=O)NCC(c2ccco2)N2CCCC2)c1 (stereo not drawn),-41,1,-0.1,-2,-2,4,0,-7
c1ccc(CCc2nn3c(Cc4ccccc4)nnc3s2)cc1,/,-3,/,6,-7,2,/,1
CSCCC(NS(=O)(=O)c1ccccc1F)C(=O)N1CC=C(c2ccccc2)CC1 (stereo not drawn),4,-1,/,-2,-9,-8,2,-2
